Screens (PubChem)
E-selectin induc: E-selectin induction in HUVECs, primary screen, imaging, HUVEC, immunofluorescence imaging, single point; P16581; normalized: neutral wells 0, TNF-alpha wells 100; activation, % at 7.58 µM; 260,000 tested, 0.37% active; AID 686992, 2013;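 active means mean E-selectin-positive cell signal at least 10% of the positive control, reached in at least 60% of replicates, without over 20% cell loss; inconclusive means no rule given, readout overlaps actives, possibly toxicity-flagged; inactive means the rest, including those meeting only one limit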;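 further: in these data hits start at about 27%; measured in HUVEC primary endothelial cells; signal is the percent of cells scored E-selectin positive by PE staining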
Target sequence (P16581 whole entry, looked up): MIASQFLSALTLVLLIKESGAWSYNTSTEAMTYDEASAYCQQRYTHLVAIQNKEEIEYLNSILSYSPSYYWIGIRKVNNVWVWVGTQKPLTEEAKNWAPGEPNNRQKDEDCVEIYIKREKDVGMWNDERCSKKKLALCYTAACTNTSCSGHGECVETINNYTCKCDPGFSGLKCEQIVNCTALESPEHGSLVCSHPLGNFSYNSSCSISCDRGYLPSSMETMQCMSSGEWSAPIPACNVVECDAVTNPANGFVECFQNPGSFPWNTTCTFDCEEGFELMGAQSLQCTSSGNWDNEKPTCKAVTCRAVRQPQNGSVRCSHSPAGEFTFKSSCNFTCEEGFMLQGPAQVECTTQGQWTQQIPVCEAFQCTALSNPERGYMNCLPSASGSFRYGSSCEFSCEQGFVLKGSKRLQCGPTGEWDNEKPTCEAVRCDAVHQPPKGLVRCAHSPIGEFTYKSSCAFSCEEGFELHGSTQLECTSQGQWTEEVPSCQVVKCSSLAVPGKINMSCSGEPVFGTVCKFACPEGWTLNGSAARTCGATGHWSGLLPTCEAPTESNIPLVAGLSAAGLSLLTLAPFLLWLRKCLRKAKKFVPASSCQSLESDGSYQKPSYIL
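Read-out basis: % PE-positive cells; Test system: HUVEC primary endothelial cells; Technique: immunofluorescence imaging; Dosing: single-point compound dose.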
Statin myotox sup: suppressors of statin myotoxicity in C2C12 myotubes, primary screen, cell-based, single point, plate reader | 330,000 tested, 0.78% active | rescue of ATP level, % at 7.49 µM | C2C12 myotubes + simvastatin, ATP luminescence, 48 h; scaled: DMSO 0, geranylgeraniol control 100;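 active means mean ATP rescue above about 67%, or every replicate alone reaching that limit, limit read from the data, passing the limit was not always enough; inconclusive means no clear call, values can overlap the other calls; inactive means mean under the limit and some replicate under it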;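 further: myotubes were challenged with 10 µM simvastatin during compound exposure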
SIRT5 inh: SIRT5 desuccinylase inhibitors, primary screen, biochemical, fluorescence imaging, single point, set 5. inhibition, % at 15 µM. 330,000 tested, 1.1% active. Purified SirT5, succinyl-peptide AMC, trypsin-coupled fluorescence. NAD-dependent protein deacylase sirtuin-5, mitochondrial (Homo sapiens), Q9NXA8; in the data active means inhibition above about 15%; inconclusive means no clear call, values can overlap the other calls
Target sequence (Q9NXA8 whole entry, looked up): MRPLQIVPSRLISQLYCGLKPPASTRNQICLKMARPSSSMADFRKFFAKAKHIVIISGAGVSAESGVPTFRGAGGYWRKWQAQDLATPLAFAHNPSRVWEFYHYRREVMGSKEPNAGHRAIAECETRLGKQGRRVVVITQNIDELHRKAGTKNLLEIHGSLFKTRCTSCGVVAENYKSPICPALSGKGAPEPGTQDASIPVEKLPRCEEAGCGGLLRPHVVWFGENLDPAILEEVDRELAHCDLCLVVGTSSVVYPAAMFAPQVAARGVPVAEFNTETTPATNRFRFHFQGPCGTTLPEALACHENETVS
DENV2 CPE rescue: inhibitors of DENV2 cytopathic effect, primary screen, cell-based, plate reader, single concentration; DENV2-infected cells, cytopathic effect rescue; CPE inhibition, % at 9.99 µM; 350,000 tested, 1.7% active; in the data active means CPE inhibition above about 20%, passing the limit was not always enough; inconclusive means no clear call, values can overlap the other calls; tested in BHK-21 cells;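 further: 0% = median of neutral control wells and 100% = median of positive control wells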
PglD inh: C. jejuni PglD acetyltransferase inhibitors, primary screen, biochemical, DTNB colorimetric, single point | UDP-N-acetylbacillosamine N-acetyltransferase PglD (Campylobacter jejuni) | purified PglD enzyme, DTNB colorimetric CoA detection | inhibition, % at 12.5 µM | 360,000 tested, 0.098% active | AID 602405, 2012; in the data active means inhibition above about 16%, passing the limit was not always enough; inconclusive means no clear call, values can overlap the other calls; further: strong numbers were not always called active
ERp5 inh: inhibitors of ERp5-driven insulin aggregation, primary screen, biochemical, turbidity, absorbance 650 nm, single point. Protein disulfide-isomerase A6 (Homo sapiens), Q15084. 90 min. inhibition, % at 9.99 µM. 350,000 tested, 0.05% active;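 active means mean replicate inhibition above about 25%, with every replicate also reaching it, limit read from the data, passing the limit was not always enough; inconclusive means only one of those two criteria met; inactive means neither criterion met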
S100A4 inh HTS: inhibitors of S100A4-myosin IIA peptide binding, primary screen, biochemical, fluorescence polarization, TAMRA-MyoIIA peptide; Protein S100-A4 (Homo sapiens), P26447; inhibition, % at 10.7 µM; 360,000 tested, 0.14% active; AID 652163, 2013;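 active means mean inhibition of at least 70% across replicates, with every replicate also reaching that level; inconclusive means mean inhibition reaches 70% but some replicates fall short; inactive means mean inhibition below 70%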
Target sequence (P26447 whole entry, looked up): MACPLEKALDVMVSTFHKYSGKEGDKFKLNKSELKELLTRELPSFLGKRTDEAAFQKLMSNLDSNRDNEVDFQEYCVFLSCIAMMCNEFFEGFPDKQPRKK
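Material: S100A4 monomer protein / Buffer or medium: 50 mM HEPES pH 7.2, 10 mM CaCl2, 100 mM KCl / Times: 5 min incubation before reading / Benchmarks: neutral control DMSO, positive control TFP / Reagent: labelled myosin peptide probe, 5 nM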
The depositor's hits bear a star; u = inconclusive; x = no result given.

Values in the order: S100A4 inh HTS, PglD inh, DENV2 CPE rescue, E-selectin induc, SIRT5 inh, ERp5 inh, Statin myotox sup
COCCNC(=O)C[C@H]1C[C@@H]2c3cc(NS(C)(=O)=O)ccc3O[C@@H]2[C@H](CO)O1
 : -6, 1, -2, 0.0, -1, -2, 0
CC(=O)N(C)C[C@H]1[C@@H](c2ccc(-c3cccnc3)cc2)[C@@H](CO)N1C(=O)C1CC1
 : 9, x, 1, -0.1, 3, -4, x
C[C@@H]1CCCCO[C@@H](CN(C)C(=O)NC2CCCCC2)[C@H](C)CN([C@@H](C)CO)C(=O)c2cc(NC(=O)Nc3ccc(C(F)(F)F)cc3)ccc2O1
 : 1, -4, 1, -0.1, -5, -4, x
COc1ccc(S(=O)(=O)N(C)C[C@@H]2Oc3ccc(NC(=O)Nc4ccccc4)cc3CC(=O)N([C@@H](C)CO)C[C@H]2C)cc1
 : -24, -1, -6, 0.4, 3, 6, 19
COc1ccc(OC)c(CN2CCN(CC(=O)Nc3ccccc3C(=O)NC3CC3)CC2)c1
 : -16, -4, -4, x, -3, -3, -3
COc1ccc(OCC(=O)Nc2ccc(S(=O)(=O)Nc3cc(C)on3)cc2)cc1
 : -2, 0, 2, 0.0, -4, 1, -18
Nc1cc(N2CCCC2)c(Cl)cc1[N+](=O)[O-]
 : 1, x, 2, -2.5, 2, 3, x
COc1ccc(Cn2ccnc2)cc1[N+](=O)[O-]
 : 6, x, -3, x, 0, 3, x
Cc1cc2ncc(-c3ccc(Cl)cc3)cn2n1
 : -1, -2, x, 2.0, -3, 4, -6
COc1cccc(C(=O)Nc2cc(=O)n(C)c(=O)n2C)c1
 : 0, 6, -3, 0.0, -7, -1, -2
COc1ccc(S(=O)(=O)Nc2ccc3c(c2)C(=O)N([C@@H](C)CO)C[C@@H](C)[C@@H](CN(C)C(=O)Nc2c(C)noc2C)OCCCC[C@H](C)O3)cc1
 : -4, 3, 4, 0.2, 0, 3, 39
COC(=O)C[C@@H]1C=C[C@@H](NC(=O)C2CCC2)[C@@H](CO)O1
 : 4, x, -14, 0.0, x, -2, x
COc1cc2c(cc1NC(=O)c1cc(-c3cccnc3)nc3ccc(C)cc13)oc1ccccc12
 : 0, x, x, x, -3, 0, x
COc1ccc([C@@H](NC(=O)OC(C)(C)C)C(=O)OC(C)(C)C)cc1
 : -1, 3, x, 0.0, 0, -15, -7
O=C(COC(=O)c1ccccn1)NNC(=O)c1ccc([N+](=O)[O-])cc1
 : -2, -1, 0, -0.3, 2, 6, 3
Cc1ccc(S(=O)(=O)N2CCC(C(=O)NNC(=O)c3ccccc3O)CC2)cc1
 : 8, 2, u, x, 0, 1, -7
COC(=O)CC(CC(=O)OC)n1cccc1
 : -8, x, -8, 0.0, -2, 6, x
O=C(Nc1cccc(Cl)c1)O/N=C\c1ccncc1
 : 9, 5, -3, x, 2, 4, -13
CC(C)OCCCNC(=O)c1ccccc1Oc1ccccc1
 : 10, -1, 1, x, 1, -2, 32
CCCCN(C(=O)C1CCCC1)c1c(N)n(Cc2ccccc2)c(=O)[nH]c1=O
 : 4, 1, -9, -1.2, x, -1, 5

The last two records of the part before are carried over, then new ones follow:
Values in the order: S100A4 inh HTS, PglD inh, DENV2 CPE rescue, E-selectin induc, SIRT5 inh, ERp5 inh, Statin myotox sup
CC(C)OCCCNC(=O)c1ccccc1Oc1ccccc1
 : 10, -1, 1, x, 1, -2, 32
CCCCN(C(=O)C1CCCC1)c1c(N)n(Cc2ccccc2)c(=O)[nH]c1=O
 : 4, 1, -9, -1.2, x, -1, 5
COc1ccc(-n2cnnc2SCC(=O)NC2CC2)cc1
 : -5, -3, -3, 0.0, x, 0, 4
CC(C)c1nnc(NC(=O)CC23CC4CC(CC(C4)C2)C3)s1
 : 1, -8, -11, x, 6, 1, 6
CC(=O)N1CCc2ccc(NC(=O)c3c(-c4c(Cl)cccc4Cl)noc3C)cc21
 : -5, -9, u, -0.1, -1, -1, -1
CCOc1ccc(NC(=O)CCC(=O)c2ccc(Br)cc2)cc1
 : -2, -1, 1, 6.3, -1, 1, 12
Cc1ccc(CSc2nnc(-c3cccc4ccccc34)o2)cc1
 : -5, -3, -7, 0.2, -6, 2, -3
COc1ccc(Cl)cc1NC(=S)Nc1ccccc1C
 : 2, x, 0, x, 1, 4, x
COCC(=O)Nc1ccc2c(c1)OC[C@H](C)N(C(=O)c1cnccn1)C[C@H](C)[C@H](OC)CN(C)C2=O
 : -2, 2, 1, -0.2, 3, -4, -2
CC(C)(C)c1ccc(C(O)c2ncc(-c3ccccc3)[nH]2)cc1 (centres undefined)
 : 0, 2, -3, 0.0, x, 4, -14
CCCNC(=O)N1CC2(CCN(CC3CC3)CC2)c2c(n(C)c3cc(OC)ccc23)[C@@H]1CO
 : 2, x, 1, 0.9, -2, -12, x
O=C(COc1cc(F)ccc1[N+](=O)[O-])NCC1CCCO1 (centres undefined)
 : 0, -5, -1, x, -2, 3, 5
CC(=O)Nc1ccc(C2(c3ccc(NC(C)=O)cc3)NC(=O)c3ccccc32)cc1
 : 1, 9, 2, 0.0, -2, 3, -8
CN(C)CC(=O)N1[C@@H]2c3ccc(-c4ccccc4)c(=O)n3C[C@H]1[C@H](CO)[C@H]2C(=O)N1CCCCC1
 : 7, -1, -3, -0.2, -26, -1, 9
C=CCNCCCCOc1ccc(OCc2ccccc2)cc1
 : 2, x, 5, x, -6, 3, x
Sc1oc(-c2ccccc2)cc1C=Nc1ccccc1
 : -5, 3, x, x, 0, 4, -22
COc1cccc(CNc2nc3cc(-c4ccccc4C)sc3c(=O)n2C)c1OC
 : -1, 1, -1, 0.1, -3, 5, -2
C[C@@H]1CN([C@H](C)CO)S(=O)(=O)c2ccc(/C=C/c3ccccc3)cc2O[C@H]1CN(C)C(=O)C1CC1
 : 36, 3, u, -0.2, 14, 2, -28
Cn1ncc2c(Nc3ccccc3Cl)nc(Cl)nc21
 : -4, -1, 17, 0.5, -3, 3, -9
N#CC(C#N)=C(Nc1ccccc1)c1ccccc1
 : -4, x, -9, x, 2, 3, x
Cc1cc(N2CCN(C)CC2)nc2ccc(NC(=S)NCCCN3CCc4ccccc4C3)cc12
 : 24, -2, -2, 2.1, 8, 0, x
O=C(CN1CCCSc2ccccc21)N1CCN(S(=O)(=O)c2ccccc2)CC1
 : -1, -4, 4, x, 1, 5, 3
CCCNC(=O)C[C@@H]1CC[C@H]2[C@@H](COc3ccc(NC(=O)NCCC)cc3C(=O)N2C)O1
 : 4, x, 4, 0.1, 10, 1, x
CC1CCCCN1C(=O)CN1C(=O)CSc2ccc(S(=O)(=O)N3CCOCC3)cc21 (centres undefined)
 : -2, -5, 7, 1.1, -1, 8, -3
CCc1ccc(-n2c(=S)sc3c(=O)n(-c4ccccc4)c(SCC(=O)O)nc32)cc1
 : 7, 0, -1, x, -1, -2, -8
Cc1nc2ccc(S(=O)(=O)NC(C(=O)Nc3nc4ccc(Cl)cc4s3)C(C)C)cc2s1 (centres undefined)
 : 0, -2, 0, x, x, 1, 8
CC1CCCCN1Cc1c(O)ccc2c(=O)c(-c3nc4ccccc4s3)c(N)oc12 (centres undefined)
 : 0, x, 7, x, -1, 0, x
CCS(=O)(=O)N1CC2(CN(Cc3cccc(Cl)c3)[C@@H](CO)c3c2c2ccc(OC)cc2n3C)C1
 : 1, x, -9, 0.0, 5, -3, x
CCOc1ccc(C(=O)CCC(=O)Nc2ccncc2)cc1
 : -1, -1, 0, 0.2, -5, 0, 2
CCN(CC)C(=O)[C@H]1C[C@H](CC(=O)NCCc2ccccn2)C(=O)N2CCc3c([nH]c4ccc(Cl)cc34)[C@]12C
 : 3, 4, 1, 0.3, -1, 4, -8
CC(=O)Nc1ccc(C(=O)CSc2nnc3scc(-c4ccccc4)n23)cc1
 : -1, 2, -4, x, -1, -1, 0
O=C(C[C@@H]1CC[C@@H]2[C@H](COC[C@H](O)CN2Cc2ccccc2)O1)N[C@@H]1CCN(Cc2ccccc2)C1
 : 5, -2, 2, 0.2, -6, 0, -6
C[C@@H]1CN([C@H](C)CO)S(=O)(=O)c2ccc(C3=CCCCC3)cc2O[C@@H]1CN(C)C(=O)C1CCCCC1
 : 1, 4, 8, -0.3, 8, 16, -61
S=C(NCc1ccccn1)Nc1ccc(Br)cc1Cl
 : 0, 10, -11, x, -6, -3, x
O=C(CSc1nnc(-c2ccncc2)n1-c1ccc(F)cc1)NC(=O)NCc1ccco1
 : 4, 0, -1, x, -4, 2, -9
Nc1ncnc(NC2CCS(=O)(=O)C2)c1[N+](=O)[O-] (centres undefined)
 : 0, -1, 1, x, 0, 2, 7
Cc1cc(C=O)c(C)n1-c1ccc(N2CCOCC2)c([N+](=O)[O-])c1
 : 3, x, 0, x, 0, 3, x
C[C@@H]1CN([C@H](C)CO)C(=O)c2cc(NC(=O)Nc3ccc4c(c3)OCO4)ccc2O[C@@H](C)CCCCO[C@@H]1CN(C)C(=O)c1ccccc1
 : -13, 7, 0, -0.2, 2, -1, x
COC(=O)C1(C)NC(c2ccccc2OC)C2C(=O)N(c3ccccc3)C(=O)C21 (centres undefined)
 : 1, -4, 0, -0.2, -2, 2, 4
C[C@@H]1CN([C@H](C)CO)C(=O)c2cc(NC(=O)c3ccncc3)ccc2O[C@H]1CN(C)S(=O)(=O)c1ccc(F)cc1
 : -26, -2, -8, -4.5, -2, -9, 0
Cc1noc(C)c1S(=O)(=O)Nc1ccc2c(c1)C(=O)N([C@H](C)CO)C[C@H](C)[C@H](CN(C)S(C)(=O)=O)OCCCC[C@H](C)O2
 : 4, 5, -2, -0.1, 0, 0, x
CCCCCCC(=O)N1C/C=C\C(c2ccc(OC)cc2)N(Cc2ccc(F)cc2)C(=O)C1 (centres undefined)
 : -1, -2, -1, -0.1, 2, 0, -15
CCc1ccc(CN(C)C(=O)CCc2nnc(CCc3ccccc3OC)o2)nc1
 : 1, -2, -2, 4.1, 9, 0, 8
CC(=O)Nc1ccc(S(=O)(=O)N(C)CC(=O)OCC(=O)N2CCCC2=O)cc1
 : -3, x, -3, 0.1, -2, -5, x
CN(C)S(=O)(=O)c1ccc(C(=O)NCc2nnc(SCC(=O)NCc3ccco3)o2)cc1
 : 16, -4, 2, -0.5, -1, -1, 3
CC(=O)Nc1ccc(NC(=O)C2CCCCN2S(=O)(=O)c2ccc(C(C)(C)C)cc2)cc1 (centres undefined)
 : -4, 9, 1, 0.0, -4, -4, -13
N=c1c(C(=O)NC2CCCC2)cc2c(=O)n3ccccc3nc2n1Cc1ccccc1
 : 0, -2, -8, x, -1, 4, -1
O=S(=O)(Cc1ccccc1)N1CCCCN2[C@H](CO)[C@@H](c3ccc(C#Cc4ccccc4)cc3)[C@H]2C1
 : 4, 5, -10, -0.7, 12, -3, x
O=C(Oc1ccc2c(c1)OCO2)C12CC3CC(CC(C3)C1)C2
 : 1, x, -4, 16, 1, 0, x
COc1cc(-c2ccccc2)[nH]c(=S)n1
 : 1, 4, -2, -0.1, -9, 8, x
COc1cc(Nc2ccn3nc(-c4ccccc4Cl)cc3n2)cc(OC)c1OC
 : 3, 3, 30*, 0.7, 6, 1, 3
COc1cccc(NC(=O)c2ccc(Cn3cc([N+](=O)[O-])cn3)o2)c1
 : -7, x, -6, x, -2, -1, x
CC=Cc1ccc2n(c1=O)C[C@H]1[C@H](CO)[C@@H](C(=O)NCC3CC3)N(CCC(F)(F)F)[C@@H]21 (mixture of isomers)
 : 13, -1, -2, -1.7, 1, 2, -2
O=C(CSc1ccccc1)NNC(=O)c1ccccc1O
 : -4, 5, 1, -0.4, -3, 0, -3

An excerpt, so the mix of outcomes need not match the whole.
